Screening data (PubChem BioAssay)
Fam108B inh: blocks mouse Fam108B hydrolase in RBBP9 counter-screen; recombinant Fam108B, FP-Rh probe fluorescence polarization; inhibition, % at 9.51 µM; hit rate 0.33% among 300,000;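 active = inhibition above the screen mean inhibition plus 3 SD, computed separately per campaign, cut at about 18% in these data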;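 also: inhibitors lower polarization as less probe binds the enzyme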
PAFAH2 inh: inhibitors of human PAFAH2; Q99487; recombinant PAFAH2, FP-rhodamine activity probe, fluorescence polarization; inhibition, % at 3.39 µM; hit rate 0.99% among 340,000; AID 492956;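 active = inhibition above the mean over all tested compounds plus 3 SD, cut at about 30% in these data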;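 also: inhibitors block probe labeling of enzyme so polarization drops; 0% = enzyme with DMSO and 100% = wells lacking PAFAH2 protein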
PAFAH1B2 inh: inhibitors of human PAFAH1B2; P68402; recombinant PAFAH1B2, FP-rhodamine activity probe, fluorescence polarization; inhibition, % at 3.39 µM; hit rate 1.2% among 340,000;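 active = inhibition above the mean of all tested compounds plus 3 SD, cut at about 24% in these data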;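 also: 0% = enzyme with DMSO and 100% = wells lacking PAFAH1B2; many of its hits are not listed in these tables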
pPAFAH inh: pPAFAH (human) enzyme inhibition; Q13093; recombinant pPAFAH, FP-rhodamine probe fluorescence polarization; inhibition, % at 3.39 µM; hit rate 1.5% among 330,000; AID 463082;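 active = inhibition above the mean inhibition across the screen plus 3 SD, cut at about 25% in these data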;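 also: inhibitors block binding of the rhodamine activity-based probe so polarization drops; 0% = enzyme with DMSO and 100% = wells lacking pPAFAH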
PAD4 inh: inhibitors of human PAD4; hit rate 0.41% among 330,000; AID 485272; inhibition, % at 6.36 µM; recombinant PAD4, RCA probe fluorescence polarization;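 active = percent inhibition above a cutoff equal to the mean of all tested compounds plus 3 SD, cut at about 15% in these data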;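 also: 0% = PAD4 with RCA probe and DMSO and 100% = probe without PAD4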
Target sequence (Q9UM07 whole entry, looked up): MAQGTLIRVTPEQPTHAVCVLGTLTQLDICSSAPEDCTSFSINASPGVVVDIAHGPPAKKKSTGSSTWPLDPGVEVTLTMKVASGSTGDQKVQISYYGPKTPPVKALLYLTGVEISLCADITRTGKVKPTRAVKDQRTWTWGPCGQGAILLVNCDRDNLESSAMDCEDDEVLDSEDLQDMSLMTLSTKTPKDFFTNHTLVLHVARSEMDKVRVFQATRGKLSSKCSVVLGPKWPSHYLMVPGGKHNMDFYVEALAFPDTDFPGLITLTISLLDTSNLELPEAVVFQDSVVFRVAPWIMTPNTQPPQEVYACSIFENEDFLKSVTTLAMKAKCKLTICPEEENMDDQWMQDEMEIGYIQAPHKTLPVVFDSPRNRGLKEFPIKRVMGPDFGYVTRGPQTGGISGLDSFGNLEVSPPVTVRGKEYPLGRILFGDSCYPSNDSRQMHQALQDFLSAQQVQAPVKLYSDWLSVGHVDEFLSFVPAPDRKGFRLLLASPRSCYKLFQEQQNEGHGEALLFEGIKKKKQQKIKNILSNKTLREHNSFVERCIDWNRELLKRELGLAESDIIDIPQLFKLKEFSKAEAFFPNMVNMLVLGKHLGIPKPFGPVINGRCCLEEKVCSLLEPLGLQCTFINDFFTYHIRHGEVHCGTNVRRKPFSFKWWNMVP
LYPLA1 inh: counter-screen for PME1 inhibitors: inhibitors of human LYPLA1 | O75608 | recombinant LYPLA1, FP-Rh probe fluorescence polarization | inhibition, % at 5.9 µM | hit rate 0.16% among 320,000 | AID 2174;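 active = inhibition above the mean of all tested compounds plus 3 SD, set per campaign, cut at about 14% in these data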;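 also: inhibitors block serine hydrolase probe labeling of LYPLA1 so polarization falls; 0% = enzyme with DMSO and 100% = wells lacking LYPLA1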
Target sequence (O75608 whole entry, looked up): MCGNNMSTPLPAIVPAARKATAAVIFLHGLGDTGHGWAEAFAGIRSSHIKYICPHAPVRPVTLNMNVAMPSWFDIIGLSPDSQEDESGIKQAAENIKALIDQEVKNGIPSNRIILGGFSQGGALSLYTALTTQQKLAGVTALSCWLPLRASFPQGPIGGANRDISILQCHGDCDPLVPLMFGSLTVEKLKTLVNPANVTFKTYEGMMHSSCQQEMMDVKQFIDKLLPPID
PAFAH1B3 inh: blocks human PAF acetylhydrolase 1B catalytic subunit 3; Q15102; recombinant PAFAH1B3, FP-rhodamine probe, fluorescence polarization; inhibition, % at 3.39 µM; hit rate 0.28% among 340,000;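 active = inhibition above the screen-wide average of all tested compounds plus 3 SD, cut at about 25% in these data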;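 also: 0% = enzyme with DMSO only and 100% = wells lacking PAFAH1B3 protein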
PME-1 inh: PME-1 (human) inhibition; inhibition, % at 5.9 µM; AID 2130; recombinant PME-1, FP-Rh probe fluorescence polarization; hit rate 0.53% among 320,000;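 active = inhibition above the campaign mean of all compounds plus 3 SD, cut at about 26% in these data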;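 also: competitive labeling of PME-1 active site by serine hydrolase directed probe; 0% = PME-1 with DMSO and 100% = wells lacking PME-1 enzyme; inhibitors block probe labeling so polarization falls and inhibition rises; many of its hits are not listed in these tables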
GSTO1 counter: blocks human GSTO1 in RBBP9 counter-screen. recombinant GSTO1, activity-based probe fluorescence polarization. inhibition, % at 5.96 µM. hit rate 1.1% among 300,000. AID 1974;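 active = inhibition above the campaign mean inhibition plus 3 SD, cut at about 35% in these data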;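 also: 0% = GSTO1-1 with DMSO and 100% = wells lacking GSTO1-1 enzyme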
The depositor's hits bear a star; / = no result given. An excerpt (hit frequency here may not be typical).

SMILES | Fam108B inh | PAFAH2 inh | PAFAH1B2 inh | pPAFAH inh | PAD4 inh | LYPLA1 inh | PAFAH1B3 inh | PME-1 inh | GSTO1 counter
O=C1NC(=S)N(C2CC2)C(=O)/C1=C/c1ccc2c(c1)CCN2CCCCl | -0.2 | 16.8 | 4.5 | 15.0 | -5.6 | -2.8 | -3.2 | -7.0 | 55.9*
Cc1oc(-c2ccc(F)cc2F)nc1CN1C[C@@H]2C[C@@H](C1)c1cccc(=O)n1C2 | -4.3 | -3.8 | -0.3 | 5.3 | 2.9 | 2.9 | -2.7 | 7.0 | -0.2
CC1(C)COC(Nc2cccc(Cl)c2)=N1 | -1.3 | 5.6 | 7.4 | -2.2 | -4.6 | -2.2 | 4.6 | 3.2 | -2.3
CC(=O)[C@H]1CCC2C3CC[C@H]4C[C@@H](O)CC[C@]4(C)C3CC[C@@]21C (stereo partly specified) | / | 1.3 | -1.4 | 3.4 | -1.6 | / | 9.0 | / | /
Cc1cc(C(=O)OCC(=O)Nc2cccc(F)c2)c(C)n1C1CC1 | / | 65.1* | 1.4 | 5.8 | -10.0 | -4.1 | 8.9 | -6.3 | /
C=CCN1C(=O)NC(=O)/C(=C/c2ccoc2)C1=O | 3.1 | 6.3 | -1.0 | 7.3 | 2.7 | -2.4 | 1.2 | 0.2 | 9.2
CC(=O)Nc1ccc(S(=O)(=O)NC(CC(=O)N2CCC3(CC2)OCCO3)C(C)C)cc1 (stereo unspecified) | 2.2 | 8.9 | 0.8 | -7.5 | 9.2 | -3.3 | -1.0 | -8.4 | 1.5
CCN(CC)C(=O)Oc1ccc(NC(=O)N2CCOCC2)cc1 | 3.0 | 6.3 | 12.8 | 3.1 | -2.5 | 1.9 | 3.7 | -3.5 | -5.4
COc1ccc(N/N=C/c2c(O)n(-c3cccc(C)c3)c(=O)[nH]c2=O)cc1 | -2.4 | 2.9 | 9.2 | 2.0 | -0.8 | 1.8 | 11.5 | -9.1 | 3.9
Cc1cc(C)n2c(Br)c(CN3CC4CC(C3)c3cccc(=O)n3C4)nc2n1 (stereo unspecified) | -3.9 | 3.1 | 4.7 | 5.2 | -1.5 | -1.0 | -3.0 | -3.1 | -1.8
c1nc2nc3c(c(N4CCNCC4)n2n1)CCCC3 | 0.7 | / | / | -5.0 | -4.3 | -1.0 | / | 2.4 | 8.3
O=C(/C=C/c1ccccc1)NCCc1cnc[nH]1 | -1.5 | -5.8 | 2.4 | -1.7 | -0.3 | 2.1 | 8.7 | -1.9 | -5.2
CCOc1ccccc1N1C(=O)CC(=O)NC1=O | -9.7 | 13.6 | 0.6 | -0.9 | -1.7 | -6.2 | -1.9 | -0.7 | 5.1
COC(=O)C1=C(c2ccc3ccccc3c2)C[C@@H]2CC[C@H]1N2C(=O)N1CCC(C)CC1 | / | -4.3 | 10.1 | 1.3 | -0.1 | 0.5 | 1.5 | -6.5 | /
CCN(CC)C(=O)c1ccc(NC(=O)Nc2ccccc2F)cc1 | -0.9 | -0.2 | 9.1 | 3.7 | 1.0 | -3.1 | 5.5 | -9.9 | -9.8
CCOP(=O)(Oc1ccccc1)c1c([N+](=O)[O-])cc(C(F)(F)F)cc1[N+](=O)[O-] (stereo unspecified) | 2.8 | 3.6 | 4.2 | 3.5 | -3.0 | -5.6 | -2.2 | 0.7 | 10.2
NC(Cc1cc(O)c(O)cc1O)C(=O)O (stereo unspecified) | 79.5* | / | / | 84.0* | -20.0 | -24.5 | / | 38.2* | 72.0*
Cn1cc(C(=O)c2ccccc2)c2ccccc21 | 3.0 | 2.1 | 4.2 | 5.4 | 0.9 | -0.3 | 5.2 | 6.3 | -2.6
COC(=O)C1=C(c2ccc(OC)c(OC)c2)C[C@@H]2CC[C@H]1N2C(=O)N1CCCC1 | / | -11.4 | 3.5 | 3.1 | -4.4 | 1.8 | 9.4 | -2.8 | /
Nc1ccccc1C(=O)OC1CSC1 | 3.1 | 6.1 | 6.3 | 5.9 | 2.2 | 2.4 | 12.2 | 4.5 | -2.3
COc1cc(OC)c(OC)cc1CNCCc1ccc(OC)c(OC)c1 | 1.8 | 2.8 | 1.7 | 1.6 | -2.8 | 3.3 | 4.0 | 3.0 | -0.9
Nc1cc(C(=O)Nc2ccc(Cl)cc2)ccc1N1CC2CC(C1)c1cccc(=O)n1C2 (stereo unspecified) | 2.0 | 0.5 | -7.2 | 11.8 | -0.8 | -3.1 | 0.5 | -3.1 | -0.4
CN(C)P1(N(C)C)=NC(C(F)(F)F)=NC(C(F)(F)F)=N1 | 7.1 | -0.7 | 4.7 | -1.5 | -3.9 | 0.9 | 14.3 | -9.2 | 3.0
COc1cccc(N2C(=O)NC(=O)C3(Cc4cc(C)ccc4N(C)C3)C2=O)c1 (stereo unspecified) | 0.7 | -0.7 | 3.1 | 1.2 | 2.1 | -2.6 | 1.5 | -1.3 | 6.3
CN(C)CCNC(=O)c1cccn(Cc2cc(C(F)(F)F)cc(C(F)(F)F)c2)c1=O | 3.1 | 6.7 | 2.1 | 4.8 | -3.2 | 1.2 | 11.1 | 2.4 | 2.2
Continuation:
SMILES | Fam108B inh | PAFAH2 inh | PAFAH1B2 inh | pPAFAH inh | PAD4 inh | LYPLA1 inh | PAFAH1B3 inh | PME-1 inh | GSTO1 counter
CCOP(=O)(OCC)C(NC(=O)c1cccc(C)c1)C(Cl)(Cl)Cl (stereo unspecified) | 3.3 | 0.3 | 1.5 | -1.8 | -6.1 | -0.1 | 2.5 | 2.5 | -10.0
Cc1ccc2cc(C=C(C#N)C#N)c(Cl)nc2c1 | -2.7 | -9.7 | 5.6 | 9.0 | -4.9 | 3.5 | -2.1 | 1.7 | 24.5
CC(C)CCn1c(N)c(C(=O)NCc2cccs2)c2nc3ccccc3nc21 | -1.3 | 0.5 | 2.5 | 1.3 | -4.2 | -5.7 | 2.3 | 0.5 | 3.4
CCC(=NCCN1CCOCC1)c1c(O)n(-c2ccccc2C)c(=O)[nH]c1=O | -1.8 | 6.7 | 4.1 | 6.0 | -3.4 | -0.6 | 11.9 | -2.2 | -7.9
COC(=O)C1=C(c2cc3ccccc3o2)C[C@@H]2CC[C@H]1N2C(=O)NCc1cccc2ccccc12 | -10.3 | -9.5 | -9.4 | 4.3 | 2.5 | -4.2 | 0.9 | -7.9 | -5.3
O=C(NCCCN1CCOCC1)C(Cl)(Cl)Cl | 2.3 | -0.2 | 0.8 | -2.8 | 1.0 | 1.2 | -4.3 | -9.2 | 3.6
CC1CC2(O)c3nonc3CCC2N1O (stereo unspecified) | 3.6 | -2.1 | 3.5 | 0.1 | -4.1 | 1.8 | 3.3 | 4.3 | 9.2
O=c1[nH]c(=O)n(-c2ccc(Br)cc2)c(O)c1C=NC(CO)(CO)CO | 0.8 | / | / | -1.1 | -4.5 | -2.0 | / | 1.7 | 4.7
CCOc1cc2c(cc1OCC)-n1cccc1C(c1ccc(F)cc1)NC2 (stereo unspecified) | 3.3 | 0.2 | 6.2 | 1.9 | 1.8 | -2.6 | 1.1 | -1.6 | -0.1
O=c1[nH]c(=S)[nH]c(O)c1/C=C1/C=c2ccccc2=N1 | 0.4 | 2.4 | -4.2 | 0.1 | -3.8 | 2.0 | 2.1 | -2.8 | 22.1
COC(=O)CN1C(=O)CN=C(c2ccccc2Cl)c2cc(Br)ccc21 | 0.2 | / | / | -4.6 | -1.7 | -2.9 | / | -2.9 | -4.4
CNCCc1c[nH]c2ccc(O)cc12 | 2.8 | -5.9 | -0.4 | -0.6 | -1.9 | 2.5 | -0.3 | 2.4 | 7.6
CCC1(OC(=O)c2ccccc2)CC(C)N(C)CC1C (stereo unspecified) | -1.8 | 5.0 | 0.1 | -2.5 | 3.7 | 1.1 | 11.9 | -3.1 | 2.5
Cc1[nH]c2ccc(OCc3ccccc3)cc2c1CCN | 8.2 | 5.0 | 3.3 | 7.0 | -2.4 | -2.5 | 2.5 | -1.3 | 12.3
O=[N+]([O-])c1ccc(N2CCNCC2)cc1N1CCCCCC1 | 2.6 | 3.5 | 3.5 | 6.2 | -1.4 | 0.2 | 0.2 | -1.0 | -6.6
c1ccc2c(CN3CCOCC3)c[nH]c2c1 | 0.2 | -6.1 | -0.4 | 3.1 | -3.6 | -2.9 | 10.7 | -3.6 | 4.3
O=C1CC(=O)N(c2ccccc2)C(=O)N1c1ccccc1 | -2.3 | -2.6 | 11.9 | 5.1 | -1.3 | 1.9 | 1.8 | -6.9 | 1.9
CN1CCCN(C(=O)COc2ccc(Br)cc2)CC1 | 6.2 | 2.1 | 3.6 | -6.2 | -1.2 | 8.4 | 0.8 | -5.5 | 0.3
Cn1c(=O)cc(OCC(=O)N2CCC3(CC2)OCCO3)c2ccccc21 | 3.2 | -2.0 | 1.4 | 1.4 | 0.7 | 4.4 | 10.9 | 3.9 | 1.6
CCCOP(=O)(OCCC)C(NC(=O)c1cc(OC)c(OC)c(OC)c1)c1ccccc1 (stereo unspecified) | -0.8 | 0.1 | 4.0 | -6.2 | 6.7 | -3.0 | 9.8 | -9.8 | 5.4
COC(=O)C1=C(c2ccc(F)cc2OCc2ccccc2)C[C@@H]2CC[C@H]1N2C(=O)NCc1ccc(OC)c(OC)c1 | / | 16.2 | 3.2 | 5.8 | 0.0 | 1.1 | 0.0 | -0.4 | /
COc1ccc(CCC(=O)N2CCC3(CC2)OCCO3)cc1 | -5.4 | -2.8 | 1.4 | -3.3 | 2.5 | 1.3 | -1.6 | -4.6 | 6.2
COc1ccc(CCNCc2ccccc2F)cc1OC | -2.7 | -1.3 | -1.4 | 5.6 | -3.4 | -0.1 | -1.5 | 1.7 | 8.2
Cc1cccc(-n2c(O)c(C=Nc3ccc(S(N)(=O)=O)cc3)c(=O)[nH]c2=O)c1 | -0.8 | -0.1 | 9.8 | -6.3 | -14.0 | -5.7 | 3.0 | -6.3 | 7.3
O=C(O)[C@H]1NC[C@H]2C[C@H]21 | 0.6 | -4.5 | 9.3 | 3.9 | -1.5 | 1.0 | 5.0 | 1.9 | -0.1
(continued)
SMILES | Fam108B inh | PAFAH2 inh | PAFAH1B2 inh | pPAFAH inh | PAD4 inh | LYPLA1 inh | PAFAH1B3 inh | PME-1 inh | GSTO1 counter
Cc1ccc(CC(=O)N2CCN(Cc3ccccc3)CC2)cc1 | 0.3 | -6.4 | 8.6 | -3.0 | -4.0 | -0.7 | 3.6 | 4.8 | 0.2
CN(C)CCc1nc2ccccc2c(=O)n1-c1ccccc1 | -1.8 | / | / | 2.4 | 2.3 | -1.7 | / | -4.7 | 4.8
CCOC(=O)C1=C(C)OC(N)=C(C#N)C12C(=O)Nc1ccc(C)cc12 (stereo unspecified) | 2.8 | -1.4 | 0.7 | 2.4 | -1.9 | -1.4 | 2.6 | 2.6 | 3.0
CCC(=NCc1ccc(F)cc1)c1c(O)n(C)c(=O)n(C)c1=O | -4.7 | -5.5 | 5.2 | 2.1 | 0.2 | 4.3 | 2.6 | 1.6 | 4.0
C=CC(=O)NCNC(=O)C=C | / | -6.7 | 5.0 | -1.0 | -0.7 | 0.3 | 8.7 | -4.3 | /
Oc1ccc2ccccc2c1CN1CC=C(c2ccccc2)CC1 | 3.4 | 2.6 | 3.7 | 3.9 | -3.6 | -1.1 | 7.8 | -1.2 | 7.0
O=C(Nc1cccc(Cl)c1)N1C[C@H]2C[C@@H](C1)c1cccc(=O)n1C2 | 0.0 | -3.2 | 1.6 | 4.4 | 2.8 | -0.8 | 1.1 | 4.7 | -2.2

Some values from the entries so far:
`O=C1CC(=O)N(c2ccccc2)C(=O)N1c1ccccc1` in PME-1 inh = -6.9
`C=CCN1C(=O)NC(=O)/C(=C/c2ccoc2)C1=O` in Fam108B inh = 3.1
